ADAM17 inh: inhibits human ADAM17 | hit rate 0.83% among 370,000 | inhibition, % at 6.95 µM | recombinant ADAM17, EDANS/DABCYL FRET peptide cleavage | P78536;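 active = inhibition above the mean of compounds lying between control limits plus 3 SD, set per campaign, cut at about 8.5% in these data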;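 note: 0% = DMSO-only wells as the low control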
LEDGF integ inh: blocks HIV-1 LEDGF/p75-dependent DNA integration. TR-FRET IN-LEDGF/p75 DNA integration, Eu/Cy5. inhibition, % at 3.7 µM. hit rate 0.64% among 370,000. AID 743269;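 active = inhibition above the screen-wide mean plus 3 SD, cut at about 13% in these data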;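 note: signal is the Cy5 over europium emission ratio at 671 and 618 nm; 0% = plate median of compound wells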
DDE Tn7 FP inh: disrupts Tn7 cyclic peptide binding to fibrin D-Dimer-E complex; hit rate 0.13% among 370,000; inhibition, % at 8.3 µM; AID 720508; FP displacement of FITC-Tn7 peptide from fibrin DD(E); 0% = median of compound wells per plate;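 active = inhibition above the mean of compounds falling within the control limits plus 3 SD of them, cut at about 14% in these data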;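 note: 0% = plate median of compound wells and 100% = 10 µM Aha-Tn7 peptide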
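Test system – human fibrin DD(E) · Times – 10 min preincubation, 3 h with tracer, room temperature · Detection – fluorescence polarization of the labelled Tn7 tracer · Measure – percent inhibition normalized to high-control wells · Benchmarks – high control wells with 10 µM unlabelled Aha-Tn7 peptide (full inhibition) · Repeats – singlicate testing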
PLCg1 inh: inhibitors of human phospholipase C gamma1; P19174; inhibition, % at 12.2 µM; hit rate 0.84% among 370,000; purified PLC-gamma1, fluorogenic substrate, fluorescence; in the data active = inhibition above about 9.5%
Tn6 DDE FP: inhibitors of Tn6 peptide binding to human fibrin DD(E) | P02675 | Fibrin DD(E) TRITC-Tn6 fluorescence polarization displacement | inhibition, % at 8.3 µM | hit rate 0.21% among 370,000 | AID 720509;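 active = inhibition above a per-campaign cutoff: mean of compounds within control limits plus 3 SD, cut at about 15% in these data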;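 note: 0% = median of all compound wells on the plate and 100% = blocking peptide control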
TDP2 absorb: blocks human TDP2 phosphodiesterase activity. O95551. recombinant TDP2, T5PNP hydrolysis, p-nitrophenol absorbance 415 nm. inhibition, % at 12.8 µM. hit rate 0.34% among 370,000;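 active = inhibition above the mean of all tested compounds plus 3 SD, set per campaign, cut at about 25% in these data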;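 note: 0% = DMSO with enzyme and 100% = buffer with substrate but no TDP2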
Target sequence (O95551 whole entry, looked up): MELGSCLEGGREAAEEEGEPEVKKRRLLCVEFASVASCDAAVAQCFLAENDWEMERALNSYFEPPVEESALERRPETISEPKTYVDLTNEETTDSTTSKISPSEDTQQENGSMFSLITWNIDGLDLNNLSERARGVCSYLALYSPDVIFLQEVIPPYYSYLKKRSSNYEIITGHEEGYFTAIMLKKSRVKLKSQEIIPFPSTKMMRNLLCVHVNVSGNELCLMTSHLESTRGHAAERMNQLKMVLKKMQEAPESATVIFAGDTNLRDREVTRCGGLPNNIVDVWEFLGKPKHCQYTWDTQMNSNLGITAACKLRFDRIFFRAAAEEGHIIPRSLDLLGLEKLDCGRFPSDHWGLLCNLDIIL
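System – recombinant human TDP2 · Quantity – TDP2 enzyme at 120 nM final · Doses – single concentration, 12.8 µM nominal, with 1% DMSO · Incubation – 2 h at 37 °C · Measured by – epi absorbance of p-nitrophenol freed from T5PNP by hydrolysis · Read-out – % inhibition relative to enzyme-containing and enzyme-free wells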
KLK7 zymogen act: activates the human kallikrein-7 zymogen | purified proKLK7, EDANS-DABCYL substrate fluorescence; 100% is mature enzyme control, 0% vehicle | P49862 | hit rate 0.9% among 370,000 | activation, % at 7 µM;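 active = activation above the mean of all tested compounds plus 3 SD, computed per campaign excluding outliers beyond control limits, cut at about 13% in these data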
ADAM10 inh: ADAM10 inhibition, QFRET primary screen; hit rate 0.62% among 370,000; O14672; AID 720582; recombinant ADAM10, EDANS/DABCYL FRET peptide cleavage, 3 h; inhibition, % at 7 µM;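 active = inhibition above a per-campaign cutoff equal to the mean of compounds falling between control-based bounds plus 3 SD, cut at about 20% in these data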;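 note: 0% = DMSO wells while the 100% control is not disclosed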
ARFGAP1 inhibitor: rat ARFGAP1 inhibition | AID 651572 | hit rate 0.26% among 360,000 | inhibition, % at 16.5 µM | Arfgap1-stimulated ARF1 GTP hydrolysis, GDP FP detection | Q62848;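 active = inhibition above a per-plate limit, mean inhibition of low control wells plus 3 SD, cut at about 25% in these data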;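 note: 0% = DMSO wells with enzyme and 100% = wells lacking Arfgap1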
Target sequence (Q62848 1-136 limits assumed): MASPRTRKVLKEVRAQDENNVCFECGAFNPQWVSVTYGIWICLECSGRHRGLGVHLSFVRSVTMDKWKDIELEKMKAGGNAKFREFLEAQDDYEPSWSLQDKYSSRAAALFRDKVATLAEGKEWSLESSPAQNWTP
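Material: truncated rat Arfgap1 GAP domain; Incubation: compound-enzyme preincubation 20 min, reaction 120 min, detection 60 min, 25 °C; Read-out: percent inhibition of Arfgap1-stimulated GTP hydrolysis; Technique: FP, GDP Alexa 633 tracer displaced from anti-GDP antibody, 620/688 nm; Controls: No-Arfgap1 wells (100%) versus DMSO full-reaction wells (0%); Replication: single well per compound.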
ASAP1 GAP inh: blocks human ASAP1-stimulated Arf1 GTP hydrolysis | GDP FP detection | inhibition, % at 16.5 µM | hit rate 0.19% among 360,000 | AID 624377; in the data active = inhibition above about 25%;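 note: 0% = vehicle with enzyme and substrate and 100% = no enzyme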
Target sequence (Q9ULH1 325-724 limits assumed): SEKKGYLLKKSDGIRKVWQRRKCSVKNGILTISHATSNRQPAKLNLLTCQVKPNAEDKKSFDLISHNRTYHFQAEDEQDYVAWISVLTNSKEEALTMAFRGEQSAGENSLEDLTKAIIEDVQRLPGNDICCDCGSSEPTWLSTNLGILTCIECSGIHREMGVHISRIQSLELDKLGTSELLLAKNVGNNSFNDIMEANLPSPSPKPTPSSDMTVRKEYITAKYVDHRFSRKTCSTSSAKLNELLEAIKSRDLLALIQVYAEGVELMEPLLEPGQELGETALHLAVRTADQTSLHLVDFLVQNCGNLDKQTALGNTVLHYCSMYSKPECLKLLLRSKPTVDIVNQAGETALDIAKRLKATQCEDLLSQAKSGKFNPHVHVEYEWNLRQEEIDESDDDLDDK
* marks the source's active call; other numbers are inactive results; i = inactive; · = no result given.

SMILES	ADAM17 inh	LEDGF integ inh	DDE Tn7 FP inh	PLCg1 inh	Tn6 DDE FP	TDP2 absorb	KLK7 zymogen act	ADAM10 inh	ARFGAP1 inhibitor	ASAP1 GAP inh
COc1ccc(C2=NC(C(F)(F)F)(C(F)(F)F)c3c(n(C)c(=O)n(C)c3=O)N2)cc1	-9	0	-2	-43	-4	9	2.6	-12	18	-4
O=C(N/N=C\c1cn[nH]c1-c1ccccc1)c1cccnc1	1	2	5	2	6	-3	-80	3	-1	-3
Cn1cnnc1SCC(=O)N1N=C(c2ccc(Cl)cc2)CC1c1ccco1 (stereo not drawn)	-3	-3	3	0	5	4	0.2	-3	-1	3
CCCCN(CC)CCCNC(=O)c1ccc(CS(=O)(=O)c2ccccc2C)o1	-2	-5	-3	-1	4	-2	-0.6	0	2	-3
COc1cccc(CN2C(=O)C(C)N(C(=O)c3ccccc3)c3ccccc32)c1 (stereo not drawn)	-2	-4	2	2	-3	-10	-0.8	8	8	-3
Cn1c(Cc2cccs2)n[nH]c1=S	1	-2	-3	0	4	-7	-0.1	-10	-11	1
Cn1c(Sc2ccc(C(=O)O)cc2[N+](=O)[O-])nnc1-c1ccccc1	-3	3	-2	1	-5	12	-0.1	-4	6	4
O=[N+]([O-])c1cc([N+](=O)[O-])c(Oc2ccc(F)cc2)cc1NN1CCCCC1	-5	-2	6	-1	0	-4	0.0	4	14	2
Cc1cc(Br)ccc1N=C1C(=O)Nc2ccccc21	1	-1	-3	2	1	3	0.0	-4	4	-11
O=C(Nc1cccc(F)c1)Nc1c[nH]c(=O)[nH]c1=O	-1	2	4	2	1	6	0.5	-3	-3	-13
CCN(CC)C(=O)C(=O)Nc1cccc(Br)c1	0	1	-1	2	1	-8	-0.4	-5	-1	5
Cc1nn2cc(-c3ccc(Cl)cc3)cnc2c1Br	-5	0	-6	-2	2	5	-0.2	1	-7	0
CCOC(=O)C1CCCN(C(=O)/C=C/c2ccc([N+](=O)[O-])cc2)C1 (stereo not drawn)	-9	3	-7	4	5	3	0.2	6	6	-5
O=C(Nc1ccc(OC(F)(F)F)cc1)Nc1c(-c2ccc(C(F)(F)F)cc2)nc2ncccn12	1	4	0	-5	2	0	0.7	-4	·	·
CCN(CC)CCOCCOc1cc(C)c(Cl)c(C)c1	-2	-1	5	1	1	8	-0.7	2	4	-21
COC(=O)c1ccc(C(=O)OC)c(NC(=O)Oc2ccccc2)c1	i	3	7	i	-1	4	38*	i	2	-9
CC(C)COC(=O)Cc1c(O)c2ccccc2[nH]c1=O	-24	0	-4	-14	0	-2	0.7	-47	4	0
Cc1[nH]c2c(C)cccc2c1CCNS(=O)(=O)c1cccc([N+](=O)[O-])c1	-3	0	6	1	-5	10	0.0	7	0	-8
NC(=O)c1nn(-c2ccccc2)nc1N	-326	0	6	-146	3	15	2.5	i	-13	-5
O=C(Nc1ccc(F)c(F)c1)c1ccco1	-1	-2	3	-2	5	11	-0.4	2	3	9
CCC1=NN2C(=N)/C(=C\c3cccn3-c3ccc(C)cc3C)C(=O)N=C2S1	3	1	-2	-10	6	2	0.5	-4	-7	-5
O=C(c1ccc2ccccc2n1)N1CCN(S(=O)(=O)c2ccccc2)CC1	0	-2	-3	5	-6	-12	0.1	-12	3	3
O=C(CSc1nncc2ccccc12)Nc1ccccc1	-1	1	-3	-2	5	15	-0.8	3	0	7
O=C(Nc1ccc([N+](=O)[O-])c(NC(=O)C2CCCO2)c1)C1CCCO1 (stereo not drawn)	3	1	2	5	-4	3	-0.3	-2	-3	-9
FC(F)Oc1ccc(C2=Nn3c(nnc3-c3ccccc3Cl)SC2)cc1OCC1CC1	-3	0	9	2	-3	10	0.1	-4	9	1
CCOC(=O)N1CCN(S(=O)(=O)c2ccc(C(=O)Nc3nnc(CC)o3)cc2)CC1	2	4	0	6	-2	6	0.3	2	-7	6
CCN(c1ccccc1)S(=O)(=O)c1ccc(C(=O)Nc2nnc(-c3ccco3)o2)cc1	7	-1	3	-12	1	0	0.6	16	-1	0
CCc1nc2ccccc2n1Cc1cc(=O)n2cc(C)ccc2n1	-49	-5	0	-90	-5	-11	3.2	-219	-4	3
COc1ccc(-c2cc(C(=O)Nc3ccc(S(=O)(=O)Nc4onc(C)c4C)cc3)c3ccccc3n2)cc1	-41	60*	-1	-285	-16	5	-0.9	-91	16	1
O=C(O)c1nc2ccccc2nc1C(=O)O	-4	2	-1	-2	-3	11	-0.4	-7	13	8
Cc1cc(C)n2nc(CNS(=O)(=O)c3ccc(C(C)(C)C)cc3)nc2n1	-9	0	5	0	0	-6	-0.3	-8	21	10
COc1cccc(NC(=O)/C=C/c2ccc([N+](=O)[O-])cc2)c1	4	0	-4	6	1	-7	-0.1	10	7	-5
Cc1cc(C)c2c(=O)[nH]c(SCC(=O)Nc3ccccc3)nc2n1	-2	2	-9	1	-2	12	-0.2	1	11	6
O=C(O)C1CCCN1C(=O)NC1CCCCC1 (stereo not drawn)	-3	4	-6	0	0	4	0.1	-3	3	-2
CON(C)S(=O)(=O)NC(=O)C1=C(N2CCCC2)COC1=O	-1	-2	7	0	1	3	0.5	-2	6	0
CC(=O)C1=C(C)NC(C)=C(C(C)=O)C1c1cn(-c2ccccc2)nc1-c1cccs1	-3	0	6	-32	-2	-1	0.1	-13	9	0
CCC(=O)N1CCC1(C)C(=O)Nc1cc(OC)ccc1OC (stereo not drawn)	-6	1	-4	-1	6	-2	-0.4	-8	1	-4
O=C(Nc1cc(Cl)ccc1Oc1ccccc1)C1=COCCO1	1	-12	0	0	8	-12	0.0	-3	10	7
O=C(Nc1cccc(S(=O)(=O)N2CCOCC2)c1)c1ccc(N2CCOCC2)c([N+](=O)[O-])c1	2	-1	-3	3	-2	3	-0.8	6	-4	9
Cc1ccc(C(=O)N2CCN(c3ccc([N+](=O)[O-])cc3)CC2)o1	1	-4	2	2	4	23	0.1	1	5	1
Cc1ccc(C)c(N2CCN(CCCNC(=O)Cn3cccc3C(=O)c3ccccc3C)CC2)c1	-5	-3	6	5	2	10	0.1	-1	3	2
Cc1cccc(Cn2c(=O)n(CCCC(=O)NCc3ccco3)c(=O)c3ccccc32)c1	-4	7	4	-2	-7	-7	-0.2	-4	-4	18
CCCS(=O)(=O)N1CCN(CC2CC=CCC2)CC1 (stereo not drawn)	1	-1	0	3	-6	-1	-0.4	1	2	9
Cc1cccc(-n2nnc(C(=O)N3CCc4ccccc4C3)c2N)c1	-2	0	0	1	-12	0	0.3	4	9	2
COc1cc(NC(=O)Nc2ccc(C)cc2)cc([N+](=O)[O-])c1	6	2	-7	9	0	-13	0.1	7	7	2
C=CCn1c(Cc2ccc(OCC)cc2)nnc1SCC(N)=O	-2	-2	2	0	-2	-9	0.6	-9	1	3
CCN(CC)S(=O)(=O)c1cc(NC(=O)CSc2n[nH]c(N)n2)ccc1C	-1	0	5	3	3	4	0.0	-11	-1	16
O=C(Oc1ccc(/C=N/NC(=O)c2ccccn2)cc1)c1ccc(Br)cc1	-2	-1	3	6	10	10	-0.3	-5	-3	-3
CCOC(=O)c1cc(C)[nH]c(=O)c1C#N	i	1	-3	i	9	6	42*	i	-7	0
NC(=O)c1ccc[n+](CC(=O)c2ccc(Br)cc2)c1	-5	1	2	-13	0	16	1.0	-9	-4	-11
CC(=O)Nc1cc(NC(C)=O)cc(C(=O)OCC(=O)N(c2ccccc2)C2CCS(=O)(=O)C2)c1 (stereo not drawn)	-1	6	-2	-6	-2	6	-0.4	-8	8	-14
N#CCc1c(C#N)c(N)nc(N2CCN(C=O)CC2)c1C#N	-24	-4	11	-31	-2	13	-72	-62	7	6
COC(=O)c1cc(CNC(=O)c2cccc(Cl)c2)ccc1OC	-3	2	-1	3	3	4	-0.4	-3	-8	-9
CC(=O)c1cccc(OC(=O)c2cc(S(=O)(=O)N3CCOCC3)ccc2N2CCCC2)c1	-1	6	-5	2	4	3	-0.3	-7	-10	-5
COc1cccc(C(C)(O)c2nc(-c3cccc(F)c3)cs2)c1 (stereo not drawn)	8	-3	-3	-1	1	-7	-0.1	1	12	-2
CNCc1ccccc1OCC(=O)Nc1ccccc1OC	0	-2	-2	-2	8	-1	0.0	-6	-2	-2
Cc1cc(C)cc(C(=O)OCCCN(C)C2CN(Cc3cn(Cc4ccc([N+](=O)[O-])cc4)nn3)S(=O)(=O)C2)c1 (stereo not drawn)	0	-3	9	0	-3	-4	0.4	-1	·	·
NC(=O)C1CCN(C(=O)CCn2c(=O)oc3ccccc32)CC1	2	2	-2	0	4	-7	-0.4	2	8	-7
Cc1ccc([N+](=O)[O-])c(OCCCN2C(=O)NC(C)(C)C2=O)c1	-3	0	-12	1	-3	9	-0.6	-4	9	3
O=C(NC(=S)Nc1cccc(-c2ccc(CO)o2)c1)c1cccs1	-2	-2	-4	0	-15	-3	-0.6	3	11	12
O=C(O)CC(NS(=O)(=O)c1ccc(Br)cc1)c1ccco1 (stereo not drawn)	-5	0	4	0	0	-3	1.1	-3	2	-10
Cc1cccc(NC(=O)CSc2nnc(-c3ccco3)n2CC2CCCO2)n1 (stereo not drawn)	-3	-8	3	1	5	3	0.1	-4	-12	-2
Cc1ccc(S(=O)(=O)Nc2ccc3c(c2)CCC3)cc1	3	1	5	-1	-1	-3	-0.7	5	5	6

Full records from above:
NC(=O)c1nn(-c2ccccc2)nc1N as listed: ADAM17 inh: -326; LEDGF integ inh: 0; DDE Tn7 FP inh: 6; PLCg1 inh: -146; Tn6 DDE FP: 3; TDP2 absorb: 15; KLK7 zymogen act: 2.5; ADAM10 inh: i; ARFGAP1 inhibitor: -13; ASAP1 GAP inh: -5
Cc1nn2cc(-c3ccc(Cl)cc3)cnc2c1Br as listed: ADAM17 inh: -5; LEDGF integ inh: 0; DDE Tn7 FP inh: -6; PLCg1 inh: -2; Tn6 DDE FP: 2; TDP2 absorb: 5; KLK7 zymogen act: -0.2; ADAM10 inh: 1; ARFGAP1 inhibitor: -7; ASAP1 GAP inh: 0

Screens deposited in PubChem by The Scripps Research Institute Molecular Screening Center.

Compounds were not picked by outcome; overall some 4.2% were active at least once.
